Source: PubChem BioAssay
SENP1 inh: SENP1 (human) catalytic domain inhibition | Q9P0U3 | recombinant SENP1 catalytic domain, CyPet-SUMO1-YPet FRET cleavage | inhibition, % at 10 µM | 0.21% of 360,000 active;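 active = inhibition at least 30% at 10 µM, raw YFP signal under a set limit, fluorescence ratio 0.5 to 1.5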;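 also: 0% = enzyme with DMSO and 100% = no enzyme wells; some results filed as inactive read as strong as hits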
Target sequence (Q9P0U3 419-644 limits assumed): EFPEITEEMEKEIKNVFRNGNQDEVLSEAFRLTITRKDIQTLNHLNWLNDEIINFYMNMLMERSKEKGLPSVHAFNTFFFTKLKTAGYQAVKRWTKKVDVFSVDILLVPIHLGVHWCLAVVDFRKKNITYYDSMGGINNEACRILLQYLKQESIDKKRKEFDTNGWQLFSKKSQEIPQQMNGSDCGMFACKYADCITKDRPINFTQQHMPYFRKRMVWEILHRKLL
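system = hSENP1 catalytic domain, recombinant | reagent = SFCypet-SUMO1-SFYpet substrate at 25 nM | doses = one dose per compound, 10 µM, 0.5% DMSO | incubation = enzyme reaction for 50 min at room temperature, dark | measured by = FRET, CFP and YFP emission | controls = no-enzyme low, enzyme-DMSO high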
ATG4B inh: blocks human ATG4B protease cleavage of LC3 substrate; Q9Y4P1; ATG4B cleavage of LC3-PLA2, NBD-HPC fluorescence, 1 h; inhibition, % at 8.33 µM; 0.51% of 340,000 active; in the data active = inhibition above about 40%
Target sequence (Q9Y4P1 whole entry, looked up): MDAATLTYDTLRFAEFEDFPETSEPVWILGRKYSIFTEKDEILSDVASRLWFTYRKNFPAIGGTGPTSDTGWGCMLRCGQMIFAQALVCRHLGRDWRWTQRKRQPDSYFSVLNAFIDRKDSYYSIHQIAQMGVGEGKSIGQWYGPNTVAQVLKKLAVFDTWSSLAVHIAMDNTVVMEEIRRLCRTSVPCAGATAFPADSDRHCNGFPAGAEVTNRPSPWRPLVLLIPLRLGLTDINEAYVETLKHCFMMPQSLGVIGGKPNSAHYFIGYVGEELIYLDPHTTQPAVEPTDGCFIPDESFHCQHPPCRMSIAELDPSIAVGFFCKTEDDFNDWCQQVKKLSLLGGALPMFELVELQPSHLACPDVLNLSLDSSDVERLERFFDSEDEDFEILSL
NR3A LBD binder: modulates the human NR3A ligand-binding domain; NR3A LBD differential scanning fluorimetry, Tm shift; 0% = protein alone, 100% = glycine-bound protein; AID 1259313; Tm shift relative to glycine control, % at 25 µM; 2.5% of 340,000 active;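 active = melting temperature shift of at least 10% of the positive control shift, at one fixed dose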
MPTP inh: inhibitors of mitochondrial permeability transition pore; isolated mouse mitochondria, Ca2+ swelling absorbance, 30 min; inhibition, % at 10 µM; 1.4% of 360,000 active; AID 602449;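 active = inhibition of 50% or more, scaled per plate between neutral and stimulator controls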;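 also: 0% = DMSO wells given calcium and 100% = 1 mM EGTA wells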
PfG6PD inh: PfG6PD (Plasmodium falciparum) enzyme inhibition; PfGluPho enzyme, NADPH resazurin-diaphorase fluorescence; inhibition, % at 20 µM; 0.78% of 350,000 active;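 active = inhibition reaching at least a set limit at 20 µM in the primary screen, cut at about 59% in these data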;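 also: 0% = DMSO wells with substrate and 100% = DMSO wells lacking glucose-6-phosphate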
SENP8 block: blocks human SENP8 cleavage of Nedd8 substrate; Q96LD8; recombinant SENP8, Nedd8 substrate fluorescence; inhibition, % at 20 µM; 0.64% of 360,000 active; in the data active = inhibition mostly above about 40%, no sharp cut-off; inactive = mostly below about 27%
Target sequence (Q96LD8 whole entry, looked up): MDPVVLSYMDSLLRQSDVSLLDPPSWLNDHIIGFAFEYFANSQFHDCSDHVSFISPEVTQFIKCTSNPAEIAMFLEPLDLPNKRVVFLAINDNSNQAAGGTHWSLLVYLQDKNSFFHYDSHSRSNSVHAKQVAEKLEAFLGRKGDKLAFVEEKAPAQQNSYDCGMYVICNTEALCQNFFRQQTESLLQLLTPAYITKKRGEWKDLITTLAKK
SENP6 inh: blocks the human protease SENP6; Q9GZR1; Recombinant SENP6 catalytic domain, aminoluciferin luminescence; inhibition, % at 10 µM; AID 2599; 1.8% of 330,000 active;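 active = inhibition above about 50% at the single tested dose, limit read from the data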;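 also: plate controls were DMSO wells with enzyme for no effect and DMSO wells lacking enzyme for full effect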
hIAP activ: human IAP activation; P09923; purified human IAP, CDP-Star luminescence, 30 min; active compounds read high; 1 = vehicle-only enzyme, 0 = enzyme-free background; activation factor at 10 µM; 0.16% of 330,000 active; AID 2524;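 active = activation factor of the enzyme at least 2-fold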; also: the source names both 10 and 20 µM as test concentration; values of inactives mirror those of a sister screen read the other way
Numbers without * were called inactive; i = inactive; . = not tested or not shown.

SMILES	SENP1 inh	ATG4B inh	NR3A LBD binder	MPTP inh	PfG6PD inh	SENP8 block	SENP6 inh	hIAP activ
CCC1CCCCN1CC(=O)c1c(C)[nH]c2ccc(OC)cc12 (configuration not stated)	-5	-6	2	-2.3	15	15	-16	1.1
COCCN(CC(=O)Nc1ccccc1C(F)(F)F)C(=O)/C=C/c1cc(Cl)c2c(c1)OCCO2	3	-13	0	0.0	-2	-36	.	.
CCS(=O)(=O)C1=NN2C(=N)/C(=C\c3ccc(OC(=O)c4ccco4)c(OC)c3)C(=O)N=C2S1	-60	8	1	-0.9	-23	-30	4	0.87
COCCNC(=O)Cn1nc(-c2ccc(Cl)cc2)c2ccccc2c1=O	2	-2	-2	-0.7	-8	12	-2	1
CSc1nc(=O)n(-c2ccccc2)c(C)c1C(C)=O	1	-11	-8	2.3	-6	0	22	0.88
Cc1cc(-c2ccccc2)c(C#N)c(N)n1	-10	7	-4	1.1	-16	-452	-19	1.2
O=C(NCC(=O)N(c1ccccc1)C(C(=O)NC1CCCC1)c1ccncc1)c1cccs1 (configuration not stated)	2	0	1	-0.5	-8	6	-23	1
Cc1cc2c(=O)[nH]c(Cc3ccccc3)nc2s1	3	9	1	-1.1	-9	6	-3	0.96
C[C@H](CO)N1C[C@H](C)[C@@H](CN(C)Cc2ccccc2)Oc2c(NS(=O)(=O)c3ccc(F)cc3)cccc2C1=O	0	-10	0	0.2	2	8	-13	0.98
N#Cc1cc(-c2ccc(Cl)cc2)cnc1Sc1ccccc1	1	0	0	0.0	-1	18	5	0.98
CCOc1ccccc1NC(=O)c1ccc2c(c1)C(=O)N(CC1CCCO1)C2=O (configuration not stated)	0	-4	-26	0.1	-7	4	-11	1.1
CCCN(C(=O)CSc1nnc(N)s1)c1c(N)n(Cc2ccccc2)c(=O)[nH]c1=O	-54	-8	6	1.6	7	-18	-7	1.2
COC(=O)Cc1cc(=O)n(-c2nc3ccccc3s2)[nH]1	-20	11	-11	-1.3	-1	0	-12	0.95
O=C(/C=C/c1ccccc1)Nn1cnnc1	2	-2	4	1.4	-6	-6	-11	0.76
CC(Oc1ccccc1)C(=O)Nc1c2c(nn1-c1ccccc1)CS(=O)(=O)C2 (configuration not stated)	-1	4	2	-0.6	10	10	-2	1.3
CCOc1cc(C#N)c(NC(=O)c2ccco2)cc1OCC	2	-5	-1	-0.3	5	23	.	.
CCN(C(=O)COC(=O)C(c1ccccc1)c1ccccc1)c1c(N)n(Cc2ccccc2)c(=O)[nH]c1=O	-2	-11	0	-0.4	9	-2	.	.
O=C(Nc1nc(-c2ccc(Cl)cc2)cs1)c1cccnc1	1	2	4	-1.5	10	8	-8	0.93
CC(Sc1cnc2ccccc2n1)C(=O)O (configuration not stated)	-2	-8	1	5.2	-4	6	3	1.1
Cc1ccc(S(=O)(=O)N(C)C)cc1NC(=O)Nc1ccccc1F	1	-5	1	5.9	14	20	-21	1.4

Laid out differently: entries from further up.
CCOc1ccccc1NC(=O)c1ccc2c(c1)C(=O)N(CC1CCCO1)C2=O (configuration not stated)
  SENP1 inh: 0
  ATG4B inh: -4
  NR3A LBD binder: -26
  MPTP inh: 0.1
  PfG6PD inh: -7
  SENP8 block: 4
  SENP6 inh: -11
  hIAP activ: 1.1

CCCN(C(=O)CSc1nnc(N)s1)c1c(N)n(Cc2ccccc2)c(=O)[nH]c1=O
  SENP1 inh: -54
  ATG4B inh: -8
  NR3A LBD binder: 6
  MPTP inh: 1.6
  PfG6PD inh: 7
  SENP8 block: -18
  SENP6 inh: -7
  hIAP activ: 1.2

COC(=O)Cc1cc(=O)n(-c2nc3ccccc3s2)[nH]1
  SENP1 inh: -20
  ATG4B inh: 11
  NR3A LBD binder: -11
  MPTP inh: -1.3
  PfG6PD inh: -1
  SENP8 block: 0
  SENP6 inh: -12
  hIAP activ: 0.95

O=C(/C=C/c1ccccc1)Nn1cnnc1
  SENP1 inh: 2
  ATG4B inh: -2
  NR3A LBD binder: 4
  MPTP inh: 1.4
  PfG6PD inh: -6
  SENP8 block: -6
  SENP6 inh: -11
  hIAP activ: 0.76

(cont.)
SMILES	SENP1 inh	ATG4B inh	NR3A LBD binder	MPTP inh	PfG6PD inh	SENP8 block	SENP6 inh	hIAP activ
CCOC(=O)N1CCN(C(=O)CSCc2ccccc2)CC1	0	-7	-1	0.2	4	6	-8	0.99
C=CCSc1nnc(-c2ccc(Cl)cc2Cl)o1	4	-3	-1	-0.6	0	12	60*	0.83
C=CCNCCCOc1ccc(Cl)cc1Br	0	-6	-4	0.4	4	14	-15	0.93
COc1ccc(C(=O)NCCc2ccc(C)cc2)cc1OC1CCN(C(C)=O)CC1	-1	6	0	-0.7	0	5	-5	0.95
O=C1c2ccccc2C(=O)C1(CO)c1ccc(OC(F)F)cc1	1	7	1	1.1	14	12	94*	0.95
O=C(Nc1nccs1)Oc1ccccc1	1	4	-2	-0.8	-20	20	-8	0.94
CCOC(=O)N/N=C/c1cccc(Cl)c1Cl	0	-13	-1	2.0	37	23	1	0.95
CCC(C)C(NC(=O)c1ccccc1NC(=O)c1ccccc1)C(=O)O (configuration not stated)	1	0	-2	0.0	12	12	3	0.94
COc1ccc(OC)c(N/C(=N/c2nc(C)cc(C)n2)NC(C)=O)c1	0	1	2	0.7	26	-25	-50	1.1
COc1ccc(C(=O)NC(C)c2ccc(-n3ccnc3)cc2)cc1S(=O)(=O)N1CCOCC1 (configuration not stated)	-1	1	-1	-1.0	-26	18	-11	1.3
COC(=O)c1cccc(NC(=O)/C(=C\c2ccco2)NC(=O)c2ccco2)c1	-13	.	.	-0.5	-3	-8	.	.
CCCC(=O)Nc1ccc(Cl)c(NC(=O)c2ccc(Br)o2)c1	2	-9	0	1.6	6	8	-10	1.1
CC(C)n1cnc2cc(NCc3ccccc3O)ccc21	0	3	-2	2.0	27	-150	-2	1.1
Cc1sc2ncnc(OCC(=O)Nc3ccc4c(c3)OCCO4)c2c1C	1	-1	1	-5.1	7	9	-12	1
Cc1ccc(C(=O)COC(=O)c2c(C)cc(=O)oc2C)cc1[N+](=O)[O-]	2	-7	0	0.0	67*	20	-10	0.87
COc1ccc(OCC(=O)OCC(=O)Nc2ccc(S(=O)(=O)N3CCCCC3)cc2)cc1	5	-15	-1	1.2	6	9	-5	1.1
CCOC(=O)C(=O)Nc1nc(-c2ccccc2)c(-c2ccccc2)o1	1	0	2	-0.4	-27	-6	-3	1.2
C=CCOc1ccc(CN(C)C(=O)c2ccc(CNS(=O)(=O)c3ccc(C)c(C)c3)cc2)cc1	0	-12	-5	-0.3	5	13	2	1
Cc1cc(C)n(CC(O)Cn2c3ccc(Br)cc3c3cc(Br)ccc32)c(=O)n1 (configuration not stated)	-1	-44	7	-0.4	6	18	-79	0.87
Cc1ccc(S(=O)(=O)N(C)c2ccc(C(=O)NCC(c3ccco3)N(C)C)cc2)cc1 (configuration not stated)	0	0	4	-0.3	13	5	2	0.97
CCOC(=O)c1c(C)nc2sc3c(=O)n(-c4ccc(C(C)=O)cc4)cnc3c2c1-c1ccc(Cl)cc1	0	-13	1	-0.3	-35	3	0	0.91
COC(=O)C[C@H](NC(=O)Cn1cnc2c(SC)nc(N)nc21)C(=O)OC	-2	3	0	0.4	-16	-11	-23	1.3
O=C(/C=C/c1cccc(F)c1)c1ccc(N2CCOCC2)cc1	-7	-4	2	6.0	9	-85	0	0.85
COc1ccc(S(=O)(=O)N/N=C\c2ccc3c(c2)OCO3)cc1	2	-2	0	1.2	-15	23	-3	0.95
C/C(=N\n1c(C)cc(C)c(C#N)c1=O)c1cccs1	1	1	-1	-0.7	-3	14	-10	0.87
Nn1c(SCC(=O)Nc2ccccc2F)nnc1-c1cccnc1	13	-1	1	-2.3	24	2	-4	1.3
CCn1c(C)nc2cc(C(=O)NNC(=S)Nc3ccccc3OC)ccc21	.	-9	-1	.	-9	.	38	1.7
O=C(COc1ccccc1)Nc1cccc(S(=O)(=O)N2CCCC2)c1	1	-4	0	-1.2	-7	6	-18	0.96
COc1ccc(CNC(=O)Cn2nc([N+](=O)[O-])cc2C)cc1	2	-5	-2	2.0	4	16	9	1.1
CCOC(=O)N1CCN(S(=O)(=O)c2cc([N+](=O)[O-])ccc2C)CC1	1	4	-1	-1.2	-15	2	3	0.96
CCCC(=O)OCC(=O)Nc1ccccc1C#N	-1	-2	1	-3.7	13	-3	3	1
COc1ccc(OC)c(C2C(C(=O)Nc3cccnc3)=C(C)NC3=C2C(=O)CCC3)c1 (configuration not stated)	-29	2	1	11	2	-298	5	1
CCOCCCN(C(=O)c1snc(C(N)=O)c1N)C(C(=O)NC(C)(C)C)c1ccc(Cl)cc1 (configuration not stated)	-7	3	-1	-0.5	9	-394	18	1.2
CCOC(=O)C(C)Sc1nc2c(cnn2-c2ccc(C)cc2)c(=O)[nH]1 (configuration not stated)	1	-13	4	2.7	-17	23	-16	0.82
O=C(CP(=O)(c1ccccc1)c1ccccc1)N1CCCCC1	2	-11	0	20	-10	34	-7	1.1
Cc1ccc(OC(=O)c2ccc3nc(C)sc3c2)cc1	.	-4	2	.	-10	.	-13	0.95
CC1CCN(C(=O)c2cccc(S(=O)(=O)N3CCN(c4ccccc4)CC3)c2)CC1	0	6	-3	1.2	-26	2	2	0.89
COc1ccccc1C(C)NCC(=O)NC(=O)NCc1ccco1 (configuration not stated)	-9	-8	0	-1.6	-2	-13	4	0.96
COc1ccc(S(=O)(=O)NCCCCOc2ccc(Cl)cc2)cc1	-4	-5	0	98*	4	18	-5	1.1
Cc1[nH]n(-c2ccccc2)c(=O)c1C1(C(F)(F)F)C(=O)N(c2ccc(F)cc2)C2=C1C(=O)CC(C)(C)C2 (configuration not stated)	1	-10	-2	1.1	-36	-2	-3	1.2
COC(=O)c1ccc(S(=O)(=O)c2ccccc2)c(N)c1	-15	-14	0	-1.5	1	i	-5	0.93
Fc1ccc(-c2csc(N3CCC(c4ccccc4)C3)n2)cc1 (configuration not stated)	3	4	0	-1.2	2	18	-10	0.88
CCNc1ccccc1CP(=O)(c1ccccc1)c1ccccc1O (configuration not stated)	.	-1	-5	.	81*	.	42	1.1
COC(CNC(=O)Cc1c(C)nc2c(-c3ccccc3)c(C)nn2c1C)OC	3	-2	-3	-4.4	-10	-26	-2	1.1
CC(=O)NC1(c2nnnn2CCOC(=O)Nc2ccc(Cl)cc2)CCCCC1	-2	5	-2	-0.2	1	13	7	0.85
NC(=O)CSc1ccc(F)cc1	6	1	-1	-1.6	6	6	-1	1.1
Cc1ccc2c(Cl)c(C)c(N3CCCCC3)nc2n1	-1	13	-2	0.7	3	-187	7	1.1
C/C(N)=C(/C#N)C(=O)COC(=O)c1cccc2ccccc12	0	-12	0	0.2	0	21	1	1.4
O=C(c1ccc(Br)cc1)N1CCCC(c2nc(-c3cccs3)no2)C1 (configuration not stated)	3	-6	-10	-1.8	4	0	-10	0.98
COc1ccccc1CCC(=O)N(C)CC(=O)Nc1ccc(Cl)c(C(F)(F)F)c1	0	7	-5	0.3	6	7	-12	1.3
COc1ccccc1/C=N/Nc1nc(C)c(C(C)=O)s1	-42	-3	2	-1.5	11	-372	-28	1.2
CC(=O)OCc1c(C(F)(F)F)nn(C)c1Oc1ccccc1	-1	-3	-2	-0.2	-11	33	9	0.93
CC1CCCC(C)N1C(=O)COC(=O)CSc1ccc(C(N)=O)cc1[N+](=O)[O-] (configuration not stated)	0	7	0	0.9	-14	12	-12	1
COc1ccccc1-n1nnnc1SCC(=O)Nc1oc(C)c2c(C)n[nH]c(=O)c12	-12	-9	1	-2.8	0	-9	1	0.9
O=S(=O)(/N=C(\c1ccccc1)N1CCOCC1)c1ccc(Cl)cc1	-1	1	-14	-0.4	-6	4	-6	0.93
